Compound activity as filed in PubChem BioAssay.
ARNT-TACC3 inh = disruptors of ARNT/TACC3 protein interaction, primary screen, biochemical, AlphaScreen, single concentration. AlphaScreen His-ARNT PAS-B/GST-TACC3 binding, luminescence; TACC3 fragment carries E629A point mutation. inhibition, % at 9.99 µM. 390,000 compounds, 0.66% hits. AID 623870, 2012;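 active means mean inhibition of replicates at least 50% and at least half of replicates each reaching 50%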;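 further: 0% = complete ARNT plus TACC3 wells and 100% = ARNT alone without TACC3; many hits fall short of the cut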
* marks the source's active call; other numbers are inactive results.

no.	compound	ARNT-TACC3 inh
1	Cc1ccc(C(C(=O)NC2CCCC2)N(Cc2ccco2)C(=O)CCC(=O)Nc2cc(C)on2)cc1 (stereo unspecified)	-2.7
2	c1ccc2c(CNc3ccc(CNc4ncn[nH]4)cc3)cccc2c1	3.1
3	O=C(Oc1ccc(Cl)cc1)N1CCCCC1	-2.2
4	O=c1c2ccccc2cnn1-c1ccc(Br)cc1	-10.7
5	CCOc1cc(C2NC(=O)NC(c3ccccc3)=C2C(C)=O)ccc1OCC(N)=O (stereo unspecified)	7.2
6	CSc1ccccc1NC(=O)c1cc(C(C)C)on1	-14.8
7	C=CCNC(=O)c1ccc(-c2nc(-c3ccc(Cl)cc3Cl)cs2)cc1	-6.1
8	O=C(O)Cn1nnnc1SCC(=O)Nc1ccc(OC(F)(F)F)cc1	-4.5
9	Cc1cc(NC(=O)CCC(=O)N(CC(=O)NCC2CCCO2)Cc2ccc(F)cc2)no1 (stereo unspecified)	-2.5
10	C(=N\n1cnnc1)/c1ccc2c(c1)OCO2	-10.4
11	C=CCn1c(CSc2nc3ccccc3s2)nnc1SCC(=O)NCc1ccco1	4.0
12	O=C1CC(c2cccc([N+](=O)[O-])c2)c2c(ccc3ccccc23)N1 (stereo unspecified)	-5.4
13	COc1cccc(C(=O)Nc2nnc(C(C)C)s2)c1	0.5
14	CCc1nn(C(C)C(=O)N2CCc3ccccc3C2)c(=O)c2cc3occc3n12 (stereo unspecified)	7.8
15	COC(=O)/C=c1/sc2nc3ccccc3n2c1=O	5.0
16	Cn1nc(C(=O)NC2=NCCS2)ccc1=O	-0.6
17	CCCn1cc(S(=O)(=O)CC(=O)N2CCc3ccccc32)c2ccccc21	2.9
18	CCNc1nc(NCC)n2c(SCC(=O)Nc3cccc(Cl)c3)nnc2n1	4.5
19	CCCCOc1ccccc1P(=O)(O)CP(=O)(c1ccccc1)c1ccccc1	2.1
20	CN(CCNC(=O)CCNC(=O)Cn1ccc2ccccc2c1=O)Cc1ccccc1	-2.2
21	O=C(OCCOCCN=C1NS(=O)(=O)c2ccccc21)C1CC(=O)N(c2ccccc2)C1 (stereo unspecified)	-1.5
22	Cc1sc2ncn(CCC(=O)O)c(=O)c2c1C	-2.8
23	CCOC(=O)C1=C(C)N=C2SC(C(=O)OC)=CC(=O)N2C1c1ccc(F)cc1 (stereo unspecified)	4.5
24	C=CCn1c(SCC(=O)c2c(N)n(C)c(=O)n(C)c2=O)nc2sc(CC)cc2c1=O	-2.0
25	O=C(O)CCCN=C1CCCc2ccccc2N1	4.9
26	O=S(=O)(Cc1ccccc1)N1CCCC1	-7.8
27	Nc1nc(C2CC2)c(Sc2sc(N)nc2C2CC2)s1	17.5
28	CN(CCC#N)C(=O)c1ccc(CNS(=O)(=O)c2ccc(F)cc2)cc1	0.1
29	CCC(=O)NC(C)C(c1cccs1)N1CCOCC1 (stereo unspecified)	-9.6
30	COc1ccc2nc3c(cc2c1)c(NC(=O)C1CCCO1)nn3CC(C)C (stereo unspecified)	-58.9
31	Cc1cc(C(=O)NNC(=S)NC(C)c2ccccc2)c2ccccc2n1 (stereo unspecified)	-2.4
32	O=C(Nc1nccs1)c1ccc(Cl)c(S(=O)(=O)N2CCOCC2)c1	-5.3
33	CC(=O)Oc1ccc(N(C(C)=O)S(=O)(=O)c2cccs2)c2ccccc12	14.7
34	Cc1nnc(C)n1/N=C/c1cccs1	0.3
35	c1ccc(-c2noc(-c3cccc4ccccc34)n2)nc1	21.0
36	O=C(NCC1CCCO1)c1ccc2c(=O)n(CCc3ccccc3)c(=O)[nH]c2c1 (stereo unspecified)	-5.3
37	Fc1ccc(Cn2ccc(-c3cnc(-c4ccccc4)s3)n2)cc1	-3.8
38	CCCCCCNC(=O)Cc1c(O)c2ccccc2[nH]c1=O	12.1
39	COc1ccc(CC(=O)OCC(=O)Nc2c(C)n(C)n(-c3ccccc3)c2=O)cc1	-3.0
40	Cc1ccc(C)c(NC(=O)c2ccc[n+](Cc3ccc([N+](=O)[O-])cc3)c2)c1	-4.1
41	CCC(C)N=C1SCC(C)(/C=N/O)S1 (stereo unspecified)	2.6
42	O=c1c2ccccc2c(C=Nc2ccc(Cl)cn2)c(O)n1-c1cc(Cl)ccc1N1CCOCC1	-1.3
43	CCc1ccc(OCC(=O)Nc2ccc(-c3nc4ccccc4o3)c(O)c2)cc1	-13.3
44	Cc1[nH]c(=S)[nH]c(=O)c1CCOc1ccccc1	-7.8
45	CN(CC(=O)Nc1ccc(F)cc1)C(=O)COC(=O)c1cc([N+](=O)[O-])ccc1N1CCOCC1	-0.4
46	COc1cc(C)c(CNC2CCCCC2)cc1C	9.8
47	O=C(CSc1nnc(-c2ccncc2)n1CC1CCCO1)NCc1ccccc1 (stereo unspecified)	-2.2
48	O=C(CCc1nc(-c2ccccc2)no1)NCc1ccco1	-2.0
49	CCC(c1nnnn1CCc1ccccc1)N(Cc1ccco1)Cc1cc2c(C)ccc(C)c2[nH]c1=O (stereo unspecified)	-3.3
50	COC(=O)Cc1c(C)nc2nc(NCc3ccccc3OC)[nH]n2c1=O	-1.6
51	Clc1ccc(Nc2ncn[nH]2)cc1	1.4
52	CCOc1ccccc1NC(=O)CSCC(=O)Nc1ccccc1	1.8
53	O=S1(=O)C=C(Oc2ccc3ccccc3c2)c2ccccc21	1.5
54	Cc1ccnc(NC(=O)CCC(=O)N(CC(=O)NCc2ccccc2)c2ccc3c(c2)OCO3)c1	-3.3
55	Cc1ccc(S(=O)(=O)NCCCNC(=O)N2CCOCC2)cc1	-3.3
56	Cn1c(Cn2c(=O)sc3ccccc32)nnc1SCC(=O)NC1CCCCC1	8.7
57	COC(=O)c1ccc(C2Nc3ccc(/C(C)=N/NC(=O)C(OC)c4ccccc4)cc3C3C=CCC32)cc1 (stereo unspecified)	-0.8
58	Oc1ccc(Br)cc1-c1cc(-c2ccccc2)n[nH]1	-2.4
59	Cc1cc(C(=O)CSc2nc(N)cc(=O)[nH]2)c(C)n1CCc1ccc(F)cc1	7.6
60	O=S1(=O)NC2CCCCCN2c2ccc(F)cc21 (stereo unspecified)	-5.2

Additional entries follow:
no.	compound	ARNT-TACC3 inh
61	CC(C)c1[nH]nc2c1C1(CCN(Cc3ccccc3)CC1)C(C#N)=C(N)O2	3.3
62	Cc1ccc(NC(=O)Cc2ncc(C(F)(F)F)cc2Cl)cc1Cl	-16.7
63	CC1(C)CC(CCNC(=O)c2ccc(-n3cnnn3)cc2)CC(C)(C)N1	-11.9
64	Cc1nnc(SCC(=O)N2CCN(S(=O)(=O)c3ccc(Cl)cc3)CC2)[nH]c1=O	-1.6
65	CC(=O)CSc1nnc(Cc2ccc([N+](=O)[O-])cc2)o1	5.2
66	CCCCC(c1nnnn1CC1CCCO1)N1CCN(c2nc3ccccc3s2)CC1 (stereo unspecified)	3.0
67	COc1ccc(NC(=O)NCc2cccnc2)cc1OC	-1.0
68	COC(=O)c1ccc(CSc2nnc(Nc3cccc(OC)c3)s2)o1	4.1
69	COc1ccc(C2C(C#N)=C(C)NC3=C2C(=O)CC(C)(C)C3)c(OC)c1 (stereo unspecified)	3.9
70	Cc1ccc(C2CC(c3ccccc3OC(F)F)Nc3ncnn32)cc1 (stereo unspecified)	-6.3
71	O=C(Nc1ccccc1C(=O)N1CCOCC1)c1ccncc1	0.2
72	CC(C)[C@H](NC(=O)OCc1ccccc1)C(=O)NC(C=O)Cc1ccccc1 (stereo partly specified)	0.5

The final 4 records of the part before are carried over, then new ones follow:
no.	compound	ARNT-TACC3 inh
69	COc1ccc(C2C(C#N)=C(C)NC3=C2C(=O)CC(C)(C)C3)c(OC)c1 (stereo unspecified)	3.9
70	Cc1ccc(C2CC(c3ccccc3OC(F)F)Nc3ncnn32)cc1 (stereo unspecified)	-6.3
71	O=C(Nc1ccccc1C(=O)N1CCOCC1)c1ccncc1	0.2
72	CC(C)[C@H](NC(=O)OCc1ccccc1)C(=O)NC(C=O)Cc1ccccc1 (stereo partly specified)	0.5
73	O=C(O)c1cc(NCc2ccccc2C(F)(F)F)ccc1N1CCOCC1	-4.8
74	Cc1ccc(C)c(NC(=S)NC(NC(=O)Cc2ccccc2)C(Cl)(Cl)Cl)c1 (stereo unspecified)	4.0
75	CCCCCCN1C2=NCCN2c2ccccc21	-4.3
76	O=C(O)CCN1C(=O)C2C3C=CC(C3)C2C1=O (stereo unspecified)	0.6
77	CCCCCn1c(N2CCN(Cc3ccccc3)CC2)nc2c1c(=O)[nH]c(=O)n2C	1.7
78	CCCC(C(=O)NCC1CCCO1)N(Cc1ccco1)C(=O)CNS(=O)(=O)c1ccc(F)cc1 (stereo unspecified)	0.8
79	CCOC(=O)c1cc(-c2ccccc2)n(CC(=O)O)c1C	-17.7
80	COc1ccc(C2CC2/C(C)=N/OC(=O)c2cccs2)cc1 (stereo unspecified)	-3.1
81	CN1CC=C2C(C#N)=C(N)C(C#N)(C#N)[C@H](c3cccs3)[C@H]2C1	27.3
82	COc1cc(OC)cc(N(C(=O)c2ccco2)C(C(=O)NC2CCCC2)c2ccc(N(C)C)cc2)c1 (stereo unspecified)	4.1
83	COCC(C)OC(=O)C(C#N)c1nc2ccccc2nc1N1CCN(Cc2ccccc2)CC1 (stereo unspecified)	8.1
84	CCOC(=O)n1c(=O)n(Cc2c(Cl)cccc2Cl)c2ccccc21	-3.7
85	CCCOc1ccc(Cc2nc(N)nc(N)n2)cc1	-4.9
86	COC(=O)c1ccc(CSc2nnc(C)s2)cc1	0.2
87	COC(=O)c1cccnc1-n1c(=O)c2cccnc2n(Cc2ccc(Cl)cc2)c1=O	1.4
88	Cc1nc2c(c(=O)n1CCC1=CCCCC1)c1nc3ccccc3nc1n2/N=C/c1ccccc1	-6.2
89	Cc1ccc(SCc2[nH]nc3c2C2(C(=O)Nc4ccc([N+](=O)[O-])cc42)C(C#N)=C(N)O3)cc1 (stereo unspecified)	1.7
90	CCOC(=O)c1c(C)nc2ccccn12	-5.1
91	CCCCC(=O)N1CC2(C)CN(C(=O)CCCC)CC(C)(C1)C2=O	-6.5
92	Clc1ccc2nc(N3CCN(c4ccccc4)CC3)sc2c1	-9.4
93	O=C1CC(c2ccncc2)c2cc3c(cc2N1)OCO3 (stereo unspecified)	-3.1
94	Cc1cc(O)c2c(c1O)C(=O)[C@]13C(=C2O)C(=O)[C@@H]2[C@@H](O)[C@H]1[C@@H]1[C@H](O)[C@H]3C(=O)C3=C(O)c4c(O)cc(C)c(O)c4C(=O)[C@]312	47.4*
95	COc1ccc2sc(N3C(=O)C4CC=C(C)CC4C3=O)nc2c1 (stereo unspecified)	-7.8
96	CCOC(=O)C1CCN(C(=O)Cn2cc(C#N)c3ccccc32)CC1	2.7
97	COc1ccc(C(=O)NC(=S)NC(C)(C)C)cc1Br	1.8
98	Cc1cc(C(=O)OCC(=O)NC(=O)NC(C)(C)C)c(C)o1	-10.5
99	CC(=O)N1CCC(N(C(=O)Nc2ccc(C)c(C)c2)C2CCCC2)CC1	-0.8
100	Nc1nc(-c2ccccc2Br)cs1	31.1
101	CCOP(=O)(c1ccccc1Cl)C1(O)CCCCC1 (stereo unspecified)	-2.0
102	CC(C)Oc1ccc(NC(=O)Oc2ccccc2)cc1	-0.1
103	c1cncc(CNc2ccc3c(c2)OCO3)c1	1.5
104	CCn1nc(C)c(NS(=O)(=O)c2ccc(C)cc2)c1C	-4.2
105	Cn1c(=O)c2c(nc(Br)n2CCCc2ccccc2)n(C)c1=O	6.6
106	O=C(/C=C\c1ccccc1)NCC(=O)N/N=C/c1ccc(O)cc1O	32.5
107	O=C(C1CC1)N1CCc2cc(Br)cc(S(=O)(=O)NCCN3CCOCC3)c21	-2.5
108	N#Cc1ccsc1NC(=O)CSc1ncnc2ccccc12	20.2
109	Cn1c(C(=O)NCCN2CCOCC2)cc2sccc21	-6.4
110	CN(C)C(=O)NC1CCCCCCCCCCC1	-4.4
111	Cc1cccc(-n2ccnc2SCC(=O)Nc2nccs2)c1C	-32.5
112	COc1cc(-c2nc3n(n2)C(c2cccc(OC)c2OC)C2=C(CCCC2=O)N3)cc(OC)c1OC (stereo unspecified)	-11.5
113	C=CCNC(=O)NC(=S)c1ccccc1	19.8
114	CC(C)NC(=O)C(=O)NCCN1CCN(S(=O)(=O)c2ccc(Cl)cc2)CC1	-18.2
115	CSc1nnc2n(-c3ccccc3)c(=O)c3c4c(sc3n12)CCC4	-2.3
116	Cc1cc(C)n(-c2nc(NCC(C)O)c3c4c(sc3n2)CCCC4)n1 (stereo unspecified)	-2.0
117	Clc1ccc(Cn2c(-c3cccnc3Cl)nc3ccccc32)cc1	-6.1
118	O=C1C2C3C=CC(C3)C2C(=O)N1c1ccc2ccccc2n1 (stereo unspecified)	-3.3
119	CCOc1ccc(N(CC(=O)NCc2ccco2)S(C)(=O)=O)cc1	-9.2
120	CCC(C)C1/C=C\CC(NC(=O)OCC2c3ccccc3-c3ccccc32)CC(=O)N1Cc1ccccc1 (stereo unspecified)	0.4
121	O=C1CC(Nc2ccc(N3CCOCC3)cc2)C(=O)N1c1ccccc1 (stereo unspecified)	-1.0
122	Cc1ccc(N=Cc2ccc(N(C)C)cc2)cc1	0.4
123	O=C(Nc1ccc(F)c(F)c1)c1ccc2c(c1)OCO2	4.3
124	O[C@@H]1CN(C2CCCCC2)CC[C@H]1N1CCN(CCc2ccccc2)CC1	5.3
125	Cn1cc(-c2nnnn2-c2ccc(Cl)cc2)c(=O)c2ccccc21	-3.3

7 structures out of the list, arranged by molecular weight, ascending:
no.	compound	ARNT-TACC3 inh
122	Cc1ccc(N=Cc2ccc(N(C)C)cc2)cc1	0.4
123	O=C(Nc1ccc(F)c(F)c1)c1ccc2c(c1)OCO2	4.3
125	Cn1cc(-c2nnnn2-c2ccc(Cl)cc2)c(=O)c2ccccc21	-3.3
119	CCOc1ccc(N(CC(=O)NCc2ccco2)S(C)(=O)=O)cc1	-9.2
117	Clc1ccc(Cn2c(-c3cccnc3Cl)nc3ccccc32)cc1	-6.1
116	Cc1cc(C)n(-c2nc(NCC(C)O)c3c4c(sc3n2)CCCC4)n1 (stereo unspecified)	-2.0
120	CCC(C)C1/C=C\CC(NC(=O)OCC2c3ccccc3-c3ccccc32)CC(=O)N1Cc1ccccc1 (stereo unspecified)	0.4

The list is partial; the hit share may differ from the screen's.
